Screens (PubChem)
Growth percent in the NCI-60 one-dose screen (48 h, 10 µM unless noted): 100 = growth as untreated, 0 = no growth, -100 = all killed.
ACHN: ACHN renal cancer. 4.9% of 81,000 active
OVCAR-8: OVCAR-8 ovarian cancer | AID 1794782 | 4.4% of 81,000 active
OVCAR-3: OVCAR-3 ovarian cancer. 7% of 79,000 active. AID 1794787
CAKI-1: CAKI-1 renal cancer; AID 1794772; 4.7% of 75,000 active
A498: A498 renal cancer cells. 5.4% of 76,000 active. AID 1794774
RXF 393: RXF 393 renal cancer cells; 6.9% of 77,000 active; AID 1794773
OVCAR-4: OVCAR-4 ovarian cancer cells | AID 1794784 | 3.7% of 80,000 active
OVCAR-5: OVCAR-5 ovarian cancer | 2.9% of 82,000 active | AID 1794783
* = called active by the depositor; · = no result given; & = joins results of further samples; [ ] = another dose, or the depositor's remark. Rule for the calls: active = growth percent below 10; inactive = the rest.

nr	structure	ACHN	OVCAR-8	OVCAR-3	CAKI-1	A498	RXF 393	OVCAR-4	OVCAR-5
1	COC(=O)N[C@@H](C)CNc1nccc(-c2sc(C(C)(C)C)nc2-c2cccc(NS(=O)(=O)c3c(F)cccc3F)c2F)n1	61	88	87	50	101	87	69	55
2	O=C(Nc1ccc(NC(=O)c2cc(S(=O)(=O)Nc3ccccc3Cl)c(O)c(O)c2O)cc1)c1cc(S(=O)(=O)Nc2ccccc2Cl)c(O)c(O)c1O	99	97	95	·	102	103	104	114
3	O=C(Cn1nncc1CN1C(=O)CSC1=O)Nc1cccc(C(F)(F)F)c1	98	101	111	93	106	124	105	103
4	CCCCCCCCCCCCCCn1cc(C2=C(c3coc4ccc(OC)cc34)C(=O)N(O)C2=O)c2ccccc21	101	95	105	87	·	107	·	96
5	Cc1ccc2c(C)nc(Nc3nc(C)cc(-c4ccccc4)n3)nc2c1	97	82	119	86	115	88	104	94
6	CC(=O)O[C@@H]1[C@H](OC(=O)c2c(C)cc(O)cc2O)[C@@H](CO)O[C@H]1n1ccc(=O)[nH]c1=O	100	103	100	85	95	116	101	86
7	O=C(Cn1c[n+](CC(=O)c2ccc(Cl)cc2)c2ccccc21)Nc1cccc2cccnc12	100	95	62	97	87	104	57	91
8	CCN(CC)C(=O)/C=C/c1ccccc1	100	115	127	84	88	·	105	98
9	CCOC(=O)Sc1nc2ncncc2[nH]1	105	110	122	100	111	110	·	101
10	COc1cc2oc(-c3cccc(NC(=O)CN)c3)cc(=O)c2c(OC)c1OC	102	103	116	97	109	100	108	109
11	NC(N)=Nc1ccc(Oc2cccc(Nc3cccc(C(F)(F)F)c3)c2)cn1	38	45	-67*	27	18	2.8*	25	50
12	CCCCCN1C=C/C(=C\C(=O)N(Cc2ccccc2)c2ccc(OC)cc2)c2ccccc21	105	85	66	87	·	90	60	92
13	COc1ccccc1NC(=O)c1cccc(C2CCc3c(cc(OC)c(OC)c3OC)O2)c1 (stereo not drawn)	92	93	115	88	59	87	93	83
14	O=c1[nH]c(=O)c2[nH]c(=O)n(-c3ccccc3)c2[nH]1	106	101	116	113	108	107	116	93
15	N#Cc1c(Oc2ccccc2)nc2n(c1=O)-c1ccccc1Sc1ccccc1-2	88	96	103	80	99	102	87	113
16	CCOC(=O)c1c(C)oc2ncnc(Nc3ccc(NC(=O)Nc4ccc(CC)cc4)cc3)c12	99	112	118	98	109	98	105	107
17	C#CCN1CCOCC1	·	111	104	·	102	106	107	113
18	c1ccc(CC[n+]2ccc3ccccc3c2)cc1	106	94	99	·	59	101	95	106
19	COc1c2occc2c(OC)c2c(=O)c(C3=NN(c4ccccc4)C(c4ccc(F)cc4)C3)c(C)oc12 (stereo not drawn)	81	93	106	82	92	107	83	77
20	CC(C)C(=O)NCCO	106	105	109	99	106	116	101	96
21	O=C1Nc2ccc(F)cc2/C1=N/c1n[nH]c(=S)s1	90	90	104	59	103	108	98	101
22	CCCOC(=O)C(C)OC(=O)OCCOCCOC(=O)OC(C)C(=O)OCCC (stereo not drawn)	98	91	106	95	112	99	95	97
23	CCCCCCCCCCCCCCCCCCNc1c(Cl)c(N=NC(N)=S)c2ccccc2c1NNC(N)=S	90	100	65	86	84	96	62	93
24	Nc1nn2c(-c3cc4ccccc4oc3=O)ccnc2c1N=Nc1ccc(Br)cc1	85	105	114	96	140	27	108	118
25	Cn1cc(-c2cc3ncnc(Nc4ccc(CC(=O)Nc5cc(C(C)(C)C)on5)cc4)c3s2)cn1	14	41	37	9.3*	-19*	19	35	62

Sorted by molecular weight (descending): part of the list above.
nr	structure	ACHN	OVCAR-8	OVCAR-3	CAKI-1	A498	RXF 393	OVCAR-4	OVCAR-5
23	CCCCCCCCCCCCCCCCCCNc1c(Cl)c(N=NC(N)=S)c2ccccc2c1NNC(N)=S	90	100	65	86	84	96	62	93
4	CCCCCCCCCCCCCCn1cc(C2=C(c3coc4ccc(OC)cc34)C(=O)N(O)C2=O)c2ccccc21	101	95	105	87	·	107	·	96
19	COc1c2occc2c(OC)c2c(=O)c(C3=NN(c4ccccc4)C(c4ccc(F)cc4)C3)c(C)oc12 (stereo not drawn)	81	93	106	82	92	107	83	77
25	Cn1cc(-c2cc3ncnc(Nc4ccc(CC(=O)Nc5cc(C(C)(C)C)on5)cc4)c3s2)cn1	14	41	37	9.3*	-19*	19	35	62
24	Nc1nn2c(-c3cc4ccccc4oc3=O)ccnc2c1N=Nc1ccc(Br)cc1	85	105	114	96	140	27	108	118
7	O=C(Cn1c[n+](CC(=O)c2ccc(Cl)cc2)c2ccccc21)Nc1cccc2cccnc12	100	95	62	97	87	104	57	91
13	COc1ccccc1NC(=O)c1cccc(C2CCc3c(cc(OC)c(OC)c3OC)O2)c1 (stereo not drawn)	92	93	115	88	59	87	93	83
6	CC(=O)O[C@@H]1[C@H](OC(=O)c2c(C)cc(O)cc2O)[C@@H](CO)O[C@H]1n1ccc(=O)[nH]c1=O	100	103	100	85	95	116	101	86
22	CCCOC(=O)C(C)OC(=O)OCCOCCOC(=O)OC(C)C(=O)OCCC (stereo not drawn)	98	91	106	95	112	99	95	97
3	O=C(Cn1nncc1CN1C(=O)CSC1=O)Nc1cccc(C(F)(F)F)c1	98	101	111	93	106	124	105	103
15	N#Cc1c(Oc2ccccc2)nc2n(c1=O)-c1ccccc1Sc1ccccc1-2	88	96	103	80	99	102	87	113
11	NC(N)=Nc1ccc(Oc2cccc(Nc3cccc(C(F)(F)F)c3)c2)cn1	38	45	-67*	27	18	2.8*	25	50
10	COc1cc2oc(-c3cccc(NC(=O)CN)c3)cc(=O)c2c(OC)c1OC	102	103	116	97	109	100	108	109
5	Cc1ccc2c(C)nc(Nc3nc(C)cc(-c4ccccc4)n3)nc2c1	97	82	119	86	115	88	104	94
21	O=C1Nc2ccc(F)cc2/C1=N/c1n[nH]c(=S)s1	90	90	104	59	103	108	98	101
14	O=c1[nH]c(=O)c2[nH]c(=O)n(-c3ccccc3)c2[nH]1	106	101	116	113	108	107	116	93
18	c1ccc(CC[n+]2ccc3ccccc3c2)cc1	106	94	99	·	59	101	95	106
9	CCOC(=O)Sc1nc2ncncc2[nH]1	105	110	122	100	111	110	·	101
8	CCN(CC)C(=O)/C=C/c1ccccc1	100	115	127	84	88	·	105	98
17	C#CCN1CCOCC1	·	111	104	·	102	106	107	113

2 records drawn at random from those above, as already listed:
nr	structure	ACHN	OVCAR-8	OVCAR-3	CAKI-1	A498	RXF 393	OVCAR-4	OVCAR-5
11	NC(N)=Nc1ccc(Oc2cccc(Nc3cccc(C(F)(F)F)c3)c2)cn1	38	45	-67*	27	18	2.8*	25	50
22	CCCOC(=O)C(C)OC(=O)OCCOCCOC(=O)OC(C)C(=O)OCCC (stereo not drawn)	98	91	106	95	112	99	95	97

New compounds follow.
nr	structure	ACHN	OVCAR-8	OVCAR-3	CAKI-1	A498	RXF 393	OVCAR-4	OVCAR-5
26	Cc1ccc(Sc2ccccc2N)cc1	-20*	79	121	63	118	67	94	83
27	CC(C)(C)c1ccc(O)c(CNCCO)c1	114	112	102	92	86	98	87	111
28	CCCNc1nc2ccccc2c2c(=O)c3c(Cl)cccc3sc12	89	93	105	77	90	101	94	102
29	CCOC(=O)c1[nH]c(C)c(CC)c1C	106	95	111	90	84	99	98	100
30	Cc1nc(=S)[nH][nH]1	98	98	105	100	93	126	106	102
31	O=C(NCc1cccnc1)c1ncoc1-c1ccc2c(c1)OCCO2	108	126	106	77	83	86	111	124
32	Cc1nc2ccccc2c(=O)n1CC(=O)N1NC(=O)CC1=O	100	109	108	100	95	102	109	102
33	Cn1c(=O)c2[nH]c(CN3CCCCC3)nc2n(C)c1=O	101	98	106	108	84	118	104	125
34	O=C(N=Nc1c(O)[nH]c2ccccc12)c1cc2ccccc2[nH]1	100	101	109	85	·	105	97	100
35	COc1cc(-c2nnc(SC/C(=N/O)c3ccccc3)n2-c2ccccc2)cc(OC)c1OC	99	98	114	79	98	105	85	115
36	CCOC(=O)C(Nc1ccc(SC)cc1)c1ccccc1 (stereo not drawn)	106	99	127	86	100	106	87	93
37	CCOC(=O)c1ncc(-c2ccc(C(F)(F)F)cc2)c(NCCCC(F)(F)C(F)(F)C(F)(F)C(F)(F)C(F)(F)C(F)(F)C(F)(F)C(F)(F)F)n1	97	98	131	92	110	126	101	98
38	COc1cc(-c2nc(C(=O)Nc3ccc(F)c(F)c3)nn2-c2ccc(F)c(F)c2)cc(OC)c1OC	104	94	109	·	96	104	96	100
39	CCCCCCCCCCCCCCCCCCOc1ccccc1CCCOP(=O)(O)OCC[N+](C)(C)C	84	65	84	43	54	11	90	76
40	CCC(CC)C(=O)OCCOc1ccccc1	104	92	104	100	105	110	107	94
41	NNC(=O)Cc1cc(=O)[nH][nH]1	101&106	101&102	114&110	102&111	118&95	115&98	91&99	108&101
42	COc1cccc(-c2nc3sccn3c2-c2ccncn2)c1	88	97	·	81	84	89	99	113
43	CC(=O)Oc1ccccc1C(C)=O	99	106	107	100	102	114	112	94
44	O=C(O)c1ccccc1Oc1cc(-c2ccco2)nc(OCCN2CCOCC2)n1	107	105	126	96	104	115	108	100
45	CC(Cc1ccco1)C(=O)NC(N)=O (stereo not drawn)	108	101	111	92	102	97	108	·
46	N#Cc1c(-c2ccc(F)cc2)nc(SCc2ccc([N+](=O)[O-])cc2)nc1N1CCN(c2ccccc2)CC1	94	97	109	86	103	95	88	97
47	CSC1C(C#N)C(N)=Nc2c(C#N)cnn21 (stereo not drawn)	93	93	107	85	96	102	90	89
48	CC(=O)[C@H]1CCC2C3C=CC4=CC(=O)CC[C@@]4(C)C3CC[C@@]21C (stereo partly drawn)	98	106	106	103	87	107	124	95
49	Cc1nc2ccccc2c(=O)n1-c1cccc(OCc2cn(-c3cccc(C(=O)O)c3)nn2)c1	113	95	108	·	·	111	113	110
50	CCOC(=O)c1c(C)oc2ncnc(N3CCN(C(=O)COc4ccc(Cl)c(Cl)c4)CC3)c12	91	86	109	82	·	93	85	97
51	CCC(=O)Nc1cc(C)ccc1C	102	105	112	96	100	115	101	98
52	O=C(O)c1ccnc(C(=O)O)c1	104	98	111	103	113	106	117	110
53	COc1ccc(/C=c2\c(=O)n(-c3ccccc3)c3nnc(-c4ccccn4)n23)cc1	102	103	109	91	109	100	115	110
54	Cn1ncc2cc(CN3CCC(OCc4cccc(C(F)(F)F)c4)CC3)ccc21	105	96	106	93	110	123	102	97
55	Cc1ccc(NC(=O)NNC(=O)c2ccc(NC(=O)c3ccccn3)cc2)cc1	98	84	119	98	106	97	87	105
56	O=C(CCC1CCCC1)c1ccccc1	106	105	105	104	81	105	92	104
57	CCC(=O)N1CCN(c2ccc(NC(=O)COc3ccc(Cl)c(C)c3)cc2)CC1	95	96	103	69	90	107	93	106
58	O=C(Cn1c2c(sc1=O)[C@H]1[C@@H](O)[C@@H](O)[C@H](O)[C@@H]1CS2)Nc1nccs1	113	102	107	94	108	109	103	105
59	COC(=O)[C@H](Cc1cn(C)cn1)NC(=O)[C@H](C)NC(=O)Nc1cc(C(F)(F)F)cc(C(F)(F)F)c1	-90*[100 µM]	-68*[100 µM]	-89*[100 µM]	73[100 µM]	-88*[100 µM]	-83*[100 µM]	-58*[100 µM]	-44*[100 µM]
60	CCCCC(=O)OCCCc1ccccc1	102	99	109	88	88	112	91	104
61	COc1ccc(C2CC(c3ccc(Nc4nc(Nc5ccc(F)cc5)nc(Nc5ccc(Cl)cc5)n4)cc3)=NN2C(C)=O)cc1 (stereo not drawn)	92	·	128	108	129	87	99	104
62	CCCCCCCC[C@H]1C=CC(=O)N1CCCCCCC(=O)OC	103	104	104	103	85	109	100	98
63	CC1=CC(O)(c2ccccn2)P(=O)(c2ccccc2)C=C1C (stereo not drawn)	113	105	124	98	105	113	121	113
64	COC(=O)c1c(O)cc(O)c(CC=C(C)C)c1O	108	96	111	91	89	90	96	101
65	CCCCCC(C)CO (stereo not drawn)	106	99	104	97	102	115	103	108
66	COc1ccc(CN2[C@H](C(=O)NCc3ccc(C(=O)NO)cc3)Cc3c([nH]c4ccccc34)[C@H]2C2CC2)cc1	76	39	49	72	65	·	52	34
67	Brc1ccccc1-c1cn2c(ccc3ccccc32)n1	96	101	101	70	92	97	86	112
68	Cc1ccc(-n2cc(-c3ccccc3)c3c(SCC(=O)N/N=C/c4ccc(N(C)C)cc4)ncnc32)cc1	102	92	95	89	88	78	100	99
69	C/C(=N/NC(=S)NC1CCCCC1)c1sc(Nc2cccc(C)c2)nc1C	88	90	119	98	90	91	106	100
70	COC(=O)c1nc(N)nc(C(=O)OC)c1C(=O)c1ccc(F)cc1	116	107	116	96	120	104	110	114
71	CSc1nc2nc3c(nc2c(=O)n1C)C(=O)c1ccccc1-3	90	90	107	80	101	103	86	115
72	Cc1cccc2c(Cl)c3cccc(C)c3nc12	101	95	107	95	91	104	95	102
73	OCCNc1nc(Nc2ccc(Cl)cc2)nc(Nc2ccc(C3=NN(c4cc(Cl)cc(Cl)c4)C(c4ccccc4)C3)cc2)n1 (stereo not drawn)	91	91	97	77	99	88	102	96
74	COc1cc2c(cc1OC)C(c1cc(OC)c(OC)c(OC)c1)CC(=O)N2 (stereo not drawn)	103	107	109	100	84	101	118	111
75	N#C/C(=C/c1ccc(O)cc1)c1nnc(NC(=O)c2ccc(-n3c(=O)[nH]c4ccccc4c3=O)cc2)s1	113	116	107	99	171	113	104	116
76	O=C(CSc1nc2sc3c(c2c(=O)n1-c1ccccc1)CCCCC3)N/N=C/c1ccc(O)cc1	94	103	117	97	87	105	105	103
